TRHR ag – activates the human TRH receptor | P34981 | TRHR cells, calcium flux fluo-8, FDSS agonist mode | activation, % at 2 µM | actives 0.18% (n = 360,000) | AID 493084; in the data active = activation above about 30%; also: 0% is about no effect
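Steps: seed TRHR cells overnight; add fluo-8 no-wash Ca dye, RT 30 min–1.5 h; record 10 s baseline; pin-transfer compounds; monitor fluorescence 1 cycle/s for the agonist window. Calcium increases flag candidate agonists.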
Pol kappa inh – blocks human DNA polymerase kappa activity. Q9UBT6. purified Pol kappa, fluorescent DNA synthesis assay, 10 min. Potency, µM (titrated, usually from 107 µM), inactives show top-dose activity, negative = inhibition, hits mostly inhibitors. actives 0.53% (n = 400,000); also: potency is read from the fitted curve at half-maximal effect; % is scaled to controls: 0 for no effect and ±100 for the full control effect
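Fluorescent qHTS in 1536-well format: enzyme (10 nM) and compound sat 15 min at room temperature before 50 nM substrate (final) was added. Signal taken at 0 and 10 min; no-enzyme buffer wells were negative controls.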
Anesthetic bind – candidate novel general anesthetic via apoferritin binding; actives 0.074% (n = 350,000); apoferritin/1-aminoanthracene competitive binding, fluorescence; P02791; Potency, µM (doses to about 77.5 µM), without a hit: top-dose activity change, negative = displacement, usual class: inhibitors; also: potency is read from the fitted curve at half-maximal effect; % is scaled to controls: 0 for no effect and ±100 for the full control effect; nearly all actives have a fitted effect of over 20% in size
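In PBS, apoferritin at 10 uM is loaded with 1-AMA from a 50% saturated solution. After 10 min of compound exposure at ambient temperature, reduced 535 nm fluorescence indicates probe displacement.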
ERG-DNA inh – blocks human ERG Ets domain binding to DNA | actives 0.028% (n = 370,000) | Potency, µM (highest dose often 76.9 µM), for the others: top-dose FP activity, negative = inhibition, usual class: inhibitors | fluorescence polarization, His-ERG Ets domain / labelled DNA | P11308; active = well fitted inhibition curve with a large enough effect in the polarisation, with a control signal flat; inconclusive = small, poorly fitted or top-dose-only effect, or effect the other way, or a change in a side signal; inactive = no such curve, though single readings can be large or run the other way; the % refers to the polarisation;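 also: polarization taken with two DNA probes labelled with fluorescein and Texas red; potency is read from the fitted curve at half-maximal effect; % of control where 0% means no effect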
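His-tagged ERG Ets domain (1 uM in the protein solution; 300mM KCl, 50mM Tris-HCl, 1mM EDTA, 1mM DTT, pH 7.5) received compound, then a probe mix of 5 nM fluorescein-DNA and 100nM Texas-615-DNA. Fluorescence polarization was read for both dyes.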
APE1 inh – inhibitors of human APE1 endonuclease; recombinant APE1, TAMRA/BHQ-2 abasic DNA cleavage fluorescence; Potency, µM (series often up to 65.8 µM), inactives show at the top dose activity change, negative = inhibition, actives largely listed as inhibitors; actives 0.35% (n = 350,000); AID 2517;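 also: potency is read from the fitted curve at half-maximal effect; plate controls were vehicle for no effect and reference inhibitor for full effect; nearly all actives have a fitted effect of over 55% in size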
Target sequence (P27695 whole entry, looked up): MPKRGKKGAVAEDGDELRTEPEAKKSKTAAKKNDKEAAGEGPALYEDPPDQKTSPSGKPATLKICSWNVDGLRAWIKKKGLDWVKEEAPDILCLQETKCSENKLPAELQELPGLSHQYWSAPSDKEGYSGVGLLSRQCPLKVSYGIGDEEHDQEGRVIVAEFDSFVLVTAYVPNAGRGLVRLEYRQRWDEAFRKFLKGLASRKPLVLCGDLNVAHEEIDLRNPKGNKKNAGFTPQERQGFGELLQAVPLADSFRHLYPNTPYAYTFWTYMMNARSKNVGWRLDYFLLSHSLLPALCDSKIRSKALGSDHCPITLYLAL
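Compound pre-exposure to 0.75 nM APE1, 15 min at ambient temperature. Reaction initiated with 50 nM TAMRA/BHQ-2 THF substrate, read immediately in kinetic mode, 525 nm excitation, 598 nm emission.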
Pol iota inh – blocks human DNA polymerase iota activity; Potency, µM (doses to about 115 µM), without a hit: at the highest dose activity, negative = inhibition, actives largely listed as inhibitors; Pol iota fluorescent replication assay, 10 min; actives 1% (n = 390,000); Q9UNA4; also: potency is read from the fitted curve at half-maximal effect
Target sequence (Q9UNA4 whole entry, looked up): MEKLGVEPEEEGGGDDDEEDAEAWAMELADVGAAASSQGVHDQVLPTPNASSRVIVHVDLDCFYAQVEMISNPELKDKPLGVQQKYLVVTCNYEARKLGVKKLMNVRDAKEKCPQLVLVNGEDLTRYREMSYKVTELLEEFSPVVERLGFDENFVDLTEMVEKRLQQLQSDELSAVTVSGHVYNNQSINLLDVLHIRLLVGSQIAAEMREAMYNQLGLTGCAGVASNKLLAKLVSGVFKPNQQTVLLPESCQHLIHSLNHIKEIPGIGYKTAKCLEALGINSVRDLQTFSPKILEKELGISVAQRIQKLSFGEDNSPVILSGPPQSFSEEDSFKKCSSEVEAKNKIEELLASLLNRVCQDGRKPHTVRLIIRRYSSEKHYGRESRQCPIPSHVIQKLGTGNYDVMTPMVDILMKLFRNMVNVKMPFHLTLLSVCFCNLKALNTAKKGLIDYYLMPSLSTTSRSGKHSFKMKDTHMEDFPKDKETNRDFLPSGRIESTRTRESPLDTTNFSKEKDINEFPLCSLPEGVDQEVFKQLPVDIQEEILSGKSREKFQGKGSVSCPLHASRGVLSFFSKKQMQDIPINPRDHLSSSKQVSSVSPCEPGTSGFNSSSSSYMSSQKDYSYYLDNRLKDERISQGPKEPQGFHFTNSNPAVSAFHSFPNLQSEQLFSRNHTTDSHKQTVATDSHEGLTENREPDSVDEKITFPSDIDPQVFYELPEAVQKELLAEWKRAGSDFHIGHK
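Pol iota at 10 nM preincubated 15 min with compounds at room temperature; reaction started with fluorescent substrate, 50 nM final. Fluorescence read kinetically at 0 and 10 min; buffer-only wells as negative control.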
12-LOX inh – ALOX12 (human) lipoxygenase inhibition; purified 12hLO, xylenol orange hydroperoxide absorbance; actives 1.1% (n = 580,000); P18054; Potency, µM (highest dose often 108 µM), for the others: at the highest dose activity change, negative = inhibition, actives largely listed as inhibitors; also: potency is read from the fitted curve at half-maximal effect; % is scaled to controls: 0 for no effect and ±100 for the full control effect
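Purified human 12hLO at 150 nM in 25 mM Hepes, 0.01% Triton X-100, pH 7.0, preincubated 15 min at room temperature with compound. Reaction started with 40 uM arachidonic acid, 30 min at room temperature. Hydroperoxide measured by Fe-xylenol orange, 573/405 nm absorbance ratio.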
Pol beta inh – blocks human DNA polymerase beta activity; P06746; Pol beta primer extension/strand displacement, fluorescence kinetic; actives 1.3% (n = 340,000); Potency, µM (doses to about 114 µM), inactives show at the highest dose activity change, negative = inhibition, hits mostly inhibitors; also: potency is read from the fitted curve at half-maximal effect; % is scaled to controls: 0 for no effect and ±100 for the full control effect
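Human Pol beta at 10 nM; strand-displacement substrate 50 nM final. Compound exposure 15 min at room temperature before start, reaction 10 min at room temperature.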
BLM inh – Bloom syndrome helicase (human) inhibition; recombinant BLM DNA unwinding, fluorescence dequenching; Potency, µM (doses to about 56.1 µM), inactives show at the top dose activity change, negative = inhibition, most hits filed as inhibitors; actives 0.2% (n = 350,000);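 also: potency is read from the fitted curve at half-maximal effect; plate controls were vehicle for no effect and no enzyme for full effect; nearly all actives have a fitted effect of over 35% in size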
An asterisk follows results filed as active; ? = inconclusive; . = not tested or not shown; & = joins results of further samples; [ ] = dose if it differs, or a comment. Unless noted, calls follow the shape of the dose curve; as a rule, active = well fitted curve in the direction sought with a large enough effect; inconclusive = small, poorly fitted or top-dose-only effect, or another doubt; inactive = no such curve, though single readings can be large; an effect the other way counts as inactive or inconclusive. Some of the compounds tested. The share of hits here may be higher or lower than overall.

no.	compound	TRHR ag	Pol kappa inh	Anesthetic bind	ERG-DNA inh	APE1 inh
1	O=c1[nH]c2ccccc2cc1CN(Cc1cccnc1)S(=O)(=O)c1ccc([N+](=O)[O-])cc1	0.7	-1%	?	9%	3%
2	Cc1cccc(C(=O)NCC(=O)Nc2ccncc2)c1	1.1	-1%	.	1%	5%
3	Cc1ccc2nc(N3CCN(c4cccc(Cl)c4)CC3)c(-n3nc(C)cc3C)nc2c1	1.0	8%	110%[activator]	1%	.
4	CC(C)(Cc1ccc(O)cc1)NC(=O)SCc1ccccc1	-1.3	-9%	?	-7%	-21%
5	Cc1c[n+]([O-])ccc1[N+](=O)[O-]	.	-1%	.	-9%	.
6	C[N+]1(CCn2ccc3ccccc32)CCCCC1	0.0	-4%	-1%	-15%	2%
7	COc1ccc([C@H]2CC(=O)C=C(c3ccc4cc[nH]c4c3)C2)cc1	-1.0	-11%	.	6%	18%
8	NC(=O)CC(NC(=O)c1cccc(Br)c1)c1ccc(N2CCN(c3ccc(F)cc3)CC2)c([N+](=O)[O-])c1 (centres undefined)	0.0	-7%	-6%	15%	3%

no.	Pol iota inh	12-LOX inh	Pol beta inh	BLM inh
1	-1%	-11%	9%	-6%
2	58%[activator]	-1%	.	.
3	3%	-18%	1%	-9%
4	130%[activator]	36%[activator]	-4%	-3%
5	20%	-5%	.	.
6	1%	?	-19%	5%
7	2%	-9%	.	.
8	?	-6%	16%	-5%

Following part:
no.	compound	TRHR ag	Pol kappa inh	Anesthetic bind	ERG-DNA inh	APE1 inh
9	CCOC(=O)c1sc(NC(=O)C2CC(=O)N(c3ccc(OCC)cc3)C2)nc1C (centres undefined)	0.2	-9%	-5%	-2%	2%
10	COc1cccc(NC(=O)Cn2c(=O)n(CC(=O)NCCc3ccccc3)c(=O)c3sccc32)c1	2.7	-10%	-1%	1%	.
11	CCOC(=O)c1ccc(N2C(=O)C(O)=C(C(C)=O)C2c2ccccn2)cc1 (centres undefined)	0.2	-2%	-11%	-9%	-2%
12	COc1ccc(NC(=O)CN2C(=O)COc3ccc(S(=O)(=O)N4CCOCC4)cc32)cc1Cl	-0.7&-0.6	-1%&-1%	-14%&-2%	10%&0%	1%
13	CCOc1ccc(N2C(=O)C3C(c4ccccc4F)NN(C(=O)c4ccc(C)cc4)C3C2=O)cc1 (centres undefined)	-0.8	17%	1%	10%	?
14	O=C(COc1ccc(F)cc1Br)Nc1ccccc1N1CCOCC1	2.5	-2%	.	12%	23%
15	Cn1c(=O)[nH]c(=O)c2c1nc(N1CCN(CCO)CC1)n2Cc1ccccc1Cl	-0.6	9%	-8%	-13%	56%[activator]
16	COc1ccc(CNC(C)CCc2ccccc2)cc1 (centres undefined)	-0.2	0%	-8%	-5%	46%

no.	Pol iota inh	12-LOX inh	Pol beta inh	BLM inh
9	26%	-14%	-6%	-6%
10	-17%	-11%	-13%	-3%
11	?	?	1%	-1%
12	21%&10%	-1%&-21%	1%&28%	-1%&0%
13	4%	320%[activator]	-12%	-4%
14	-7%	?	.	.
15	-15%	0%	19%	-2%
16	23%	?	6%	1%

(cont.)
no.	compound	TRHR ag	Pol kappa inh	Anesthetic bind	ERG-DNA inh	APE1 inh
17	c1ccc(-c2ccccc2-c2nc(-c3ccncc3)no2)cc1	-0.8	-7%	-22%	-5%	-4%
18	CCN1C(=O)[C@H]2[C@H]3[C@H](O)[C@H](O)C/C(=N\O[C@H](C)c4cn([C@H](CO)Cc5ccccc5)nn4)[C@@H]3CC[C@H]2C1=O	0.3	.	-8%	.	17%
19	Cc1cc(C(=O)NCCCC(=O)O)c(C)o1	0.1	1%	-6%	7%	-1%
20	CC1CCN(S(=O)(=O)c2ccc3[nH]c(=O)ccc3c2)CC1	0.9	-8%	-12%	4%	-7%
21	COc1cc(/C=N/NC(=O)C(NC(=O)c2ccccc2)c2n[nH]c(=O)c3ccccc23)ccc1OCC(N)=O (centres undefined)	0.4	-11%	-8%	6%	6%
22	CC1(c2ccc(OC(F)F)cc2)NC(=O)N(CC(=O)Nc2ccc(S(N)(=O)=O)cc2)C1=O (centres undefined)	0.3	-5%	-5%	-3%	0%
23	N#CCCN(C(=O)COC(=O)c1n[nH]c2ccccc12)c1ccccc1	.	-3%	.	21%	10%
24	Cc1ccc(C)c(C(=O)NCCN(C)C)c1	0.1	-4%	1%	-2%	-4%

no.	Pol iota inh	12-LOX inh	Pol beta inh	BLM inh
17	?	-22%	-28%	-17%
18	.	.	29%	1%
19	8%	-3%	-1%	3%
20	10%	450%[activator]	27%	-3%
21	3%	4%	22%	-3%
22	-17%	-15%	16%	-8%
23	-16%	-28%	.	.
24	35%	0%	-29%	-2%

Next section.
no.	compound	TRHR ag	Pol kappa inh	Anesthetic bind	ERG-DNA inh	APE1 inh
25	CC(=O)Nc1cccc(OCC(=O)NC(C)C(C)C)c1 (centres undefined)	0.6	-5%	-7%	0%	14%
26	COc1ccc(NC(=O)N(C(C)C)C2CCN(C(C)=O)CC2)c(OC)c1	-0.3	4%[60.1 µM]	-17%	-5%	.
27	COc1ccc2c(c1)OCC(Cc1ccc(O)c(OC)c1)C2=O (centres undefined)	.	-14%[60.1 µM]	6%	.	0%
28	CC1=CC(C)C2(CO)COC(c3ccc(O)cc3)C1C2C (centres undefined)	0.8	-18%	-13%	-1%	-7%
29	COc1cc(NC(=O)CCc2nc3cccnc3n2Cc2cccs2)cc(OC)c1OC	-1.2	-9%	-6%	3%	.
30	CC(=O)N1CCC(CCCC2CCN(C(C)=O)CC2)CC1	0.5	-3%	.	0%	-2%
31	Cc1ccc(Cn2c(=N)c(C(=O)NC3CCCCC3)cc3c(=O)n4ccccc4nc32)cc1	0.9	-10%	-12%	-15%	-13%
32	Cc1cc(C)nc(SCC(=O)OCC(=O)Nc2nc3ccccc3s2)n1	-0.5	-9%	-9%	8%	-2%

no.	Pol iota inh	12-LOX inh	Pol beta inh	BLM inh
25	21%	-7%	3%	-12%
26	-11%	-20%	2%	1%
27	.	.	.	6%
28	22%	?	0%	-4%
29	9%	-13%	17%	-6%
30	9%	0%	.	.
31	49%[activator]	-11%	5%	-7%
32	27%	-9%	-12%	-11%

Additional entries.
no.	compound	TRHR ag	Pol kappa inh	Anesthetic bind	ERG-DNA inh	APE1 inh
33	Nc1ccc(Cl)c(NC(=O)c2cccs2)c1	0.2	1%	-5%	8%	-2%
34	COc1cc(OC)cc(-c2nc3nc(C)c(CCC(=O)Nc4cc(C)cc(C)c4)c(C)n3n2)c1	0.1	-11%	-2%	3%	.
35	Fc1ccccc1CSc1ncnc2sc3c(c12)CCCC3	1.7	-5%	-9%	-2%	-3%
36	COc1ccc(N2CC(NC(=O)N3CCN(c4ccccc4)CC3)CC2=O)cc1 (centres undefined)	-0.4	1%	-3%	2%	0%
37	CS(=O)(=O)N(CC(=O)NCC1CCCO1)c1cc(Cl)c(Cl)cc1Cl (centres undefined)	0.4	-6%	-4%	8%	9%
38	Cc1cc2nnc(SC3CCCCN(C(=O)c4ccc(F)cc4)C3=O)n2c2ccccc12 (centres undefined)	-0.1	-6%	-7%	-5%	-4%
39	Cc1cc(O)ccc1N/C=C(\C#N)c1nc2ccccc2o1	-1.3	-11%	33%[activator]	0%	-1%
40	Cc1ccc(NC(=O)CCNS(=O)(=O)c2cccc3nonc23)cc1Cl	-0.5&-0.4	-17%&-13%	-18%&-16%	-9%&-5%	-4%

no.	Pol iota inh	12-LOX inh	Pol beta inh	BLM inh
33	5%	51%[activator]	-1%	-2%
34	-24%	-4%	-25%	-2%
35	9%	-18%	-20%	0%
36	-25%	-15%	3%	0%
37	20%	?	1%	-3%
38	3%	?	19%	-6%
39	23%	-25%	19%	-11%
40	21%&2%	10%&-4%	16%&4%	-5%&-4%

(further entries)
no.	compound	TRHR ag	Pol kappa inh	Anesthetic bind	ERG-DNA inh	APE1 inh
41	CNC(=O)c1c(I)c(C(=O)NCC(=O)Nc2c(I)c(C(=O)O)c(I)c(C(=O)NCCO)c2I)c(I)c(N(C)C(C)=O)c1I	-0.3	0%	1%[29.3 µM]	19%	35%
42	Cc1cc(=O)n2[nH]c(-c3ccccc3Cl)cc2n1	-0.4	-12%	-5%	-1%	-1%
43	O=C(COC(=O)[C@@H]1CC(O)CN1S(=O)(=O)c1ccc2c(c1)OCCO2)Nc1ccccc1F (some centres undefined)	-0.3	-12%	-4%	-10%	10%
44	CCOC(=O)/C=C1\CN(Cc2cc(OC)c(OC)c(OC)c2)S(=O)(=O)c2ccc(C(F)(F)F)cc21	-0.3	0%&-17%	?	21%	15%
45	CC(C)c1nc2sc3c(=O)[nH]cnc3c2c2c1CCC2	-0.7	2%	1%	-9%	0%
46	O=C(Nc1cccc(O)c1)c1ccc(NC(=O)c2cccs2)cc1	0.0	-7%	-2%	2%	18%

no.	Pol iota inh	12-LOX inh	Pol beta inh	BLM inh
41	12%	.	.	-6%
42	10%	-14%	?	-2%
43	135%[activator]	4%	49%	-4%
44	?	-29%	-21%	-11%
45	120%[activator]	-7%	13%	3%
46	0%	3%	1%	-1%
